TAG inh: reduces triacylglycerol accumulation in H9c2 cells. Nile Red lipid (TAG) fluorescence; cells loaded with 200 µM oleic acid. inhibition, % at 12.5 µM. 230,000 compounds, 0.66% hits. AID 651582;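 active = pattern-corrected inhibition of lipid staining of at least 50% with the nuclear-stain viability signal not falling by more than 50%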;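 note: 0% = DMSO wells and 100% = triacsin C control wells; some results filed as inactive read as strong as hits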
TAG inh DAPI viability: further read-out of TAG inh, marked with its call; DAPI nuclei signal change (viability), lower = more cytotoxic, %;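 whole-well DAPI fluorescence read on a plate reader as a viability signal; minus 50 percent equals half of cells still viable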
An asterisk follows results filed as active. An excerpt, so the mix of outcomes need not match the whole.

The first 16 records (preview)
SMILES	TAG inh	TAG inh DAPI viability
COC(=O)c1nnn(CC(=O)Nc2ccc(C)c(F)c2)c1C(=O)OC	-1	10
CC1(C)CC(=O)C2=C(C1)N1CCCCC1CC2=O (configuration not stated)	6	-4
CN(CCO)C(=O)C(c1ccccc1)c1ccccc1	1	-3
CCc1nnc(NC(=O)CSc2nc3cccnc3n2Cc2ccccc2)s1	1	4
CN(Cc1ccccc1)C(=O)c1ccc2nc([C@@H]3O[C@H](CO)[C@H](O)[C@H](O)[C@H]3O)[nH]c2c1	17	-20
O=C(c1ccc(S(=O)(=O)NCc2ccco2)cc1)N1CCCC(C(F)(F)F)C1 (configuration not stated)	-10	10
CN(C)Cc1csc(NC(=O)Nc2ccccc2-c2ccccc2)n1	23	-5
COc1ccc([C@H]2CC(=O)C=C(c3ccc(OC)nc3)C2)cc1	-8	-1
O=C1c2ccccc2C(=O)N1CCN1CCCCC1	1	5
CCc1ccc(OCC(=O)N/N=C(\C)c2ccc(OC(F)F)cc2)cc1	-3	27
C/C(=N\NC(=O)c1c(Cl)c(C)nn1C)c1cccc(NC(=O)COc2ccccc2)c1	7	5
N#CCC(=O)Nc1ccc(C(=O)OC(C(=O)Nc2ccc([N+](=O)[O-])cc2Br)c2ccccc2)cc1 (configuration not stated)	-8	-8
O=C(c1ncn(Cc2ccccc2)c1C(=O)N1CCN(c2ccccc2)CC1)N1CCN(c2ccccc2)CC1	19	6
CC(C)C[C@H](NC(=O)c1nc[nH]c1C(=O)N(C)Cc1ccccc1)C(=O)OCc1ccccc1	0	-9
O=C(NC1CCC1)C1CCC(=O)N(Cc2cccc(F)c2)C1 (configuration not stated)	6	1
CCOC(=O)C1=C(C)N(CCCC(=O)O)C(=O)NC1c1ccccc1 (configuration not stated)	3	-7

The whole of this part, from the start:
SMILES	TAG inh	TAG inh DAPI viability
COC(=O)c1nnn(CC(=O)Nc2ccc(C)c(F)c2)c1C(=O)OC	-1	10
CC1(C)CC(=O)C2=C(C1)N1CCCCC1CC2=O (configuration not stated)	6	-4
CN(CCO)C(=O)C(c1ccccc1)c1ccccc1	1	-3
CCc1nnc(NC(=O)CSc2nc3cccnc3n2Cc2ccccc2)s1	1	4
CN(Cc1ccccc1)C(=O)c1ccc2nc([C@@H]3O[C@H](CO)[C@H](O)[C@H](O)[C@H]3O)[nH]c2c1	17	-20
O=C(c1ccc(S(=O)(=O)NCc2ccco2)cc1)N1CCCC(C(F)(F)F)C1 (configuration not stated)	-10	10
CN(C)Cc1csc(NC(=O)Nc2ccccc2-c2ccccc2)n1	23	-5
COc1ccc([C@H]2CC(=O)C=C(c3ccc(OC)nc3)C2)cc1	-8	-1
O=C1c2ccccc2C(=O)N1CCN1CCCCC1	1	5
CCc1ccc(OCC(=O)N/N=C(\C)c2ccc(OC(F)F)cc2)cc1	-3	27
C/C(=N\NC(=O)c1c(Cl)c(C)nn1C)c1cccc(NC(=O)COc2ccccc2)c1	7	5
N#CCC(=O)Nc1ccc(C(=O)OC(C(=O)Nc2ccc([N+](=O)[O-])cc2Br)c2ccccc2)cc1 (configuration not stated)	-8	-8
O=C(c1ncn(Cc2ccccc2)c1C(=O)N1CCN(c2ccccc2)CC1)N1CCN(c2ccccc2)CC1	19	6
CC(C)C[C@H](NC(=O)c1nc[nH]c1C(=O)N(C)Cc1ccccc1)C(=O)OCc1ccccc1	0	-9
O=C(NC1CCC1)C1CCC(=O)N(Cc2cccc(F)c2)C1 (configuration not stated)	6	1
CCOC(=O)C1=C(C)N(CCCC(=O)O)C(=O)NC1c1ccccc1 (configuration not stated)	3	-7
CN1CCN(Cc2c(O)ccc3occ(C(=O)c4ccccc4)c23)CC1	13	5
CC(C)n1nc(C(=O)Nc2ccc(-n3cnnn3)cc2)c2ccccc2c1=O	9	8
CNC(=O)Nc1ccc(C2SCCS2)cc1	6	-3
Cc1ccc(C)c(NS(=O)(=O)c2c(C)nn(C)c2C)c1	10	-8
CCn1c(SCC(N)=O)nnc1C(C)C	4	0
CN(C)CCNC(=O)c1ccc(-c2cn3c(-c4ccc(Oc5ccccc5)cc4)cnc3cn2)cc1	20	18
O=C(Nc1ccc(S(=O)(=O)N2CCOCC2)cc1)c1ccc2ncsc2c1	-5	-1
Cc1cc(C)c2c(=O)[nH]c(SCC(=O)c3ccc(F)c(C)c3)nc2n1	1	1
COc1ccccc1-c1nnc(SC(C)C(=O)O)n1-c1ccccc1 (configuration not stated)	9	-3
Cc1cc(NC(=O)Cn2c(=O)oc3ccccc32)no1	4	2
N#C/C(=C\c1cccc(O)c1)C(=O)N1CCCCC1	0	-6
CC1CCCC(C)N1C(=O)COC(=O)c1ccc(S(=O)(=O)N(C)c2ccccc2)cc1 (configuration not stated)	-15	-5
O=C(CCNC(=O)c1ccc(Br)cc1)OCc1ccccc1Cl	-3	-1
Cc1ccccc1-c1nnn(CC(=O)Nc2ccc3c(c2)OCO3)n1	-7	2
CC1CCN(C(=O)c2ccc(N3C(=O)C4CCC(C)CC4C3=O)cc2)CC1 (configuration not stated)	2	-8
Cc1onc(-c2ccccc2Cl)c1C(=O)OCC(=O)c1c(N)n(C)c(=O)n(C)c1=O	26	-4
Cc1ccc(OCC(=O)Nc2nnc(-c3ccco3)s2)cc1	5	4
Cc1cc(C(=O)OCC(=O)N2CC(C)OC(C)C2)c(C)n1-c1ccccc1 (configuration not stated)	0	-2
CC1CCCN(C(=O)CNC(=O)Cn2ccc3ccccc3c2=O)C1 (configuration not stated)	11	-2
Cc1nnc(N/N=C/c2cccs2)[nH]c1=O	29	5
CN(Cc1ccc(Cl)cc1)C(=O)CCl	52*	-24*
CC(NC(=O)COc1ccc(-c2ccccc2)cc1)C1CCCO1 (configuration not stated)	27	-12
NC(=O)COn1c(SCC(N)=O)nc2ccccc2c1=O	-2	9
C/C(CC(=O)Nc1ccc([N+](=O)[O-])cc1)=N\NC(=O)c1ccccc1O	43	-22
Cc1ccc(-c2nnc(N3CCN(C(=O)CN4CCOCC4)CC3)c3ccccc23)cc1	25	2
CC(=O)c1c(C)[nH]c(C(=O)C(C)Sc2nnc(NC3CC3)s2)c1C (configuration not stated)	-30	-3
CCOC(=O)C1(Cc2ccccc2C)CCCN(C(=O)c2ccoc2)C1 (configuration not stated)	-17	-7
COc1ccc(CN2C(=O)c3ccccc3C2C(=O)NC2CCCC(C)C2C)c(OC)c1 (configuration not stated)	-4	-1
O=c1[nH]c(CN2CCN(S(=O)(=O)/C=C/c3ccccc3)CC2)nc2ccccc12	5	-5
CC#CCN(Cc1ccco1)C(=O)C1CCC(=O)N(Cc2ccccc2F)C1 (configuration not stated)	12	11
NC1=NC(=Nc2cccc(S(=O)(=O)N3CCOCC3)c2)c2ccccc21	11	-3
COc1ccc(C2c3c(C)nn(-c4ccccc4)c3NC(=O)N2c2ccccc2)cc1 (configuration not stated)	-10	0
O=C(Nc1cnn(Cc2ccc(F)cc2)c1)c1cc2nc(-c3ccco3)cc(C(F)(F)F)n2n1	6	3
CCC(C)Sc1cccc(-c2nc3ccc(Cl)cn3c2NCc2ccccc2)c1 (configuration not stated)	-7	82
N#Cc1c(NCc2ccccc2)ccnc1NCc1cccnc1	-7	-7
O=C(Cn1c(CC(=O)N2CCOCC2)nc2ccccc21)Nc1ccc2c(c1)OC(F)(F)O2	-3	-5
CCOC(=O)c1cc(-c2csc(-c3cccc(Cl)c3)n2)on1	9	-2
O=C(Cc1c[nH]c2ccccc12)Nc1nnc(C2CC2)s1	-16	9
Cc1ccc(/C=C/C(=O)Nc2ccc(S(N)(=O)=O)cc2)o1	12	15
Cc1cccc(CN2CCC(Oc3ccc(C(=O)N4CCCCC4)cc3)CC2)c1	10	7
CCOC(=O)c1cc(-c2ccc(C)cc2)n(CCC(=O)NC(C)CC)c1C (configuration not stated)	44	3
COc1ccc(CCNC(=O)CSc2nc(C)nc3sccc23)cc1OC	-7	1
Cc1ccc(CNC(=O)COC(=O)CN2C(=O)C3CC=CCC3C2=O)cc1 (configuration not stated)	-3	-2
O=C(NCC1CCCO1)c1cc(S(=O)(=O)N2CCCC2)c(Cl)cc1Cl (configuration not stated)	-7	-12
Other compounds.
SMILES	TAG inh	TAG inh DAPI viability
CC(C)OC(=O)COc1ccc(-c2ccccc2)cc1	-6	7
O=C(CCNC(=O)Cn1ccc2ccccc2c1=O)NCCCN1CCN(c2ccc(F)cc2)CC1	13	-14
Fc1ccc(Nc2nc(Oc3ccc4c(c3)OCO4)nc(N3CCOCC3)n2)c(F)c1	5	11
CN(c1ccc(C(=O)NCC2CCCO2)cc1)S(=O)(=O)c1ccccc1 (configuration not stated)	-16	2
O=C(NCCC1CCCCN1S(=O)(=O)c1ccccc1)C(=O)Nc1ccc(F)cc1 (configuration not stated)	6	0
CC1CCN(CC(=O)Nc2ccc(N3CCCCCC3)cc2)CC1	28	14
CCN(C(=O)CSc1nc2cc(C(=O)O)ccc2c(=O)n1-c1ccccc1F)C1CCS(=O)(=O)C1 (configuration not stated)	4	10
CC(C)C(NC(=O)c1ccc(Cl)c([N+](=O)[O-])c1)C(=O)NCc1ccccn1 (configuration not stated)	-2	6
O=c1c2ccccc2nnn1CSc1nc2ccccc2c(=O)n1CCCO	4	9
O=C(NCCOCCOCCNC(=O)c1cccnc1)c1cccnc1	-25	2
O=C(Nc1ccc(OCC(F)(F)C(F)F)c(C(F)(F)F)c1)c1ccc(Cl)cc1	40	-10
O=C1OCCN1C(=O)[C@H]1[C@H](c2ccccc2)C(c2ccccc2)=NN1c1ccccc1	-8	22
CC1=C(C(=O)Nc2ccccc2)C(c2cccs2)C(C#N)=C(SCC#N)N1 (configuration not stated)	-15	-2
O=C(CN1CCN(S(=O)(=O)c2ccc(Br)cc2)CC1)N/N=C/c1ccncc1	-7	11
c1cc(Nc2ncnc3sc4c(c23)CCC4)ccn1	-1	21
COc1ccc2c(c1)C(=O)N(c1ccc(C)cc1)C(=O)C2	0	4
CCCCc1ccc(NS(=O)(=O)c2c(C)n(C)c(=O)n(C)c2=O)cc1	10	0
CCOC(=O)c1c(CSc2ccccc2)n(C)c2ccc(O)c(CN3CCN(C)CC3)c12	26	-6
Cc1ccc(CNC(=O)Cn2ncn3cccc3c2=O)cc1	6	-9
C=CCN1C(=O)C2(OCCCO2)c2cc(C)ccc21	-8	2
Cc1ccc(SCc2cn3ccccc3n2)cc1	0	1
CCCCn1nc(C(=O)O)ccc1=O	-6	23
C=C(c1ccccc1C)[n+]1ccccc1	0	-7
CC(C)(C)c1ccc(N=C2SCC(=O)N2Cc2cccs2)cc1	2	3
NC(=O)CSc1nc2scc(-c3ccc(Cl)cc3)c2c(=O)n1Cc1ccccc1	11	6
N#CCC(C(=O)c1cccnc1)c1ccccc1 (configuration not stated)	-4	1
Cc1ccc(CNC(=O)C2CC(c3ccc([N+](=O)[O-])cc3)=NO2)cc1 (configuration not stated)	-23	1
CC1=NN(c2nc(-c3ccc(F)cc3)cs2)C(=O)C1	-13	8
CCCN1CCN(c2ncnc3scc(C4COc5ccccc5O4)c23)CC1 (configuration not stated)	-17	30
CS(=O)(=O)c1cccc(C(=O)Nc2cccc(S(=O)(=O)N3CCCC3)c2)c1	6	1
CCCc1cnc(NCCNCC(O)COc2ccc(Cl)c(Cl)c2)nc1 (configuration not stated)	16	0
O=C(NC(=S)Nc1cccc(Cl)c1)c1cncc(Br)c1	-13	4
CCCCn1ccc(O)c(Cc2ccc(F)cc2)c1=O	1	12
Cc1ccc(C)c(NC(=O)Cn2nc(C)c3ccccc3c2=O)c1	13	-7
CCc1ccc(C(=O)CN(C#N)c2nc(C)cc(C)n2)cc1	-15	-3
CC1CC(C)CN(C(=O)COC(=O)c2ccc([N+](=O)[O-])o2)C1 (configuration not stated)	5	-7
O=C(O)CNC(=O)CC12CC3CC(CC(C3)C1)C2	-13	8
Cc1ccc(S(=O)(=O)NCC(=O)N2CCCCC2)cc1	-8	8
COc1ccc(CC(=O)Nc2ccc(S(=O)(=O)N3CCCCC3)cc2)cc1OC	-8	-17
C=CCN(C(C(=O)OC)C(C)C)S(=O)(=O)CCNCc1ccccc1 (configuration not stated)	-12	-7
CCOc1ccc(-c2cc(C(=O)Nc3ccc(C)c(NS(C)(=O)=O)c3)[nH]n2)c(C)c1	-7	15
O=c1c2ccccc2[nH]c(=S)n1Cc1cccs1	-3	-6
COc1ccc(S(=O)(=O)N2CCCC2CNC(=O)C(=O)Nc2ccc(C)cc2)cc1 (configuration not stated)	23	-1
Cc1ccc(S(=O)(=O)n2nccc2-c2c(-c3ccc(Cl)cc3)noc2C)cc1	-21	4
O=C(Nc1ccccc1)c1ccccc1CSc1ccccc1	5	-4
COC(=O)N1CCCCC1c1cc(C(=O)Nc2cccc3c2CCCC3)no1 (configuration not stated)	4	-10
O=[N+]([O-])c1ccccc1S(=O)(=O)NC1CC2CCC1C2 (configuration not stated)	0	-2
COc1ccc(Cl)cc1C1=NOC2(CCC2)C(=O)N1Cc1ccc(NC(C)=O)cc1	-1	-1
CCOCCCNC(=O)c1cc2c(=O)n3cccc(C)c3nc2n1C	49	-41
Cc1ccc(C(=O)NCC(=O)N2CCN(c3ncccn3)CC2)s1	9	-1
COc1cc(NC(=O)c2ccccc2)c(OC)cc1NC(=O)Cc1ccc(F)cc1	-6	1
C#CCNCCS(=O)(=O)N(Cc1ccc(Br)cc1)[C@@H](CC(C)C)C(=O)O	-4	8
O=C(Nc1ccc(Cl)c(Cl)c1)OCc1cccnc1	15	-4
COc1cccc(-c2ccc3c(c2)C2CC3CCN2C(=O)c2ccc(Cl)cc2)c1 (configuration not stated)	-13	-3
N/C(=N\S(=O)(=O)c1cc(C(F)(F)F)cc(C(F)(F)F)c1)c1ccccc1	2	-7
O=C(CSc1nnc(C2CC2)n1C1CC1)c1ccc(Br)s1	-5	-7
CCOc1ccc(C(C)=O)cc1COc1ccc(-c2nnco2)cc1	6	-1
COc1cccc(/C=N/NC(=O)CNC(=O)c2ccco2)c1O	30	-9

Another view of some results above.
Compound | TAG inh | TAG inh DAPI viability
CCOCCCNC(=O)c1cc2c(=O)n3cccc(C)c3nc2n1C | 49 | -41
Cc1ccc(C(=O)NCC(=O)N2CCN(c3ncccn3)CC2)s1 | 9 | -1

Source: PubChem
